TNAP Pi inh: human TNAP inhibition, phosphate detection; inhibition, % at 20 µM; 21,000 tested, under 10 active; purified TNAP, pNPP, malachite green phosphate absorbance; P05186; AID 614
Target sequence (P05186 whole entry, looked up): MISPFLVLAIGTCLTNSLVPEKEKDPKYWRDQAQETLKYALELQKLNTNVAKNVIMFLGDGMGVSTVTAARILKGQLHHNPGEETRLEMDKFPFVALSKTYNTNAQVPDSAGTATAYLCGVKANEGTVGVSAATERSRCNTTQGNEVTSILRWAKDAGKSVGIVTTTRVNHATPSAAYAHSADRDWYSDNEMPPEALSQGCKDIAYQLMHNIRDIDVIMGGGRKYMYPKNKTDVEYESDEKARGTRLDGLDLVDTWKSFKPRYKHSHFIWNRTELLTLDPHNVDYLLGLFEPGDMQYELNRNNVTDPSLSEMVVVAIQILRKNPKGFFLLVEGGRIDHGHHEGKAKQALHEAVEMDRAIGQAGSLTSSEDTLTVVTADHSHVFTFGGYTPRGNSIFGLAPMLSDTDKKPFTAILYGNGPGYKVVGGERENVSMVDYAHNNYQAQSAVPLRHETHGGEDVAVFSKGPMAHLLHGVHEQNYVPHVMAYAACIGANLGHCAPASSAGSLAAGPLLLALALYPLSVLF
TNAP pNPP inh: human TNAP inhibition, p-nitrophenol detection | P05186 | purified TNAP, pNPP hydrolysis, absorbance 405 nm | inhibition, % at 20 µM | 21,000 tested, under 10 active | AID 615;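 further: 0% = DMSO only wells and 100% = 1 mM levamisole wells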
Active calls of the source: *.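 How the source made its calls: active means inhibition above 50% at the 20 µM single-dose screen; inactive means the rest.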

Screening CCn1c(COc2ccccc2)nnc1SCC(=O)C(C)(C)C returned TNAP Pi inh 0 and TNAP pNPP inh 6.
`CCN(CC(=O)N1CCN(C)CC1)S(=O)(=O)c1ccc(Cl)cc1` gave TNAP Pi inh 16 and TNAP pNPP inh 8.
COC(=O)[C@@H](NC(=O)NC(C)CCc1ccccc1)C(C)C (some centres not stated) was read as TNAP Pi inh -1 and TNAP pNPP inh -2.
For CCOc1ccc(N2C(=O)CC(N)C2=O)cc1 (configuration not stated) the results were TNAP Pi inh 0 and TNAP pNPP inh 0.
Screening O=c1c2[nH]c3ccccc3c2ncn1CCN1CCOCC1 returned TNAP Pi inh 1 and TNAP pNPP inh -1.
COc1cccc(C(=O)NC2CC3CCCC(C2)N3CC(=O)Nc2ccccc2)c1 (configuration not stated) was read as TNAP Pi inh 13 and TNAP pNPP inh 9.
Screening CCCN=C(N)/C(C(=O)OCC)=C(\O)c1ccc(OC)cc1 returned TNAP Pi inh 8 and TNAP pNPP inh 3.
`O=C(CSc1nnc2ccccn12)NCc1cccs1` gave TNAP Pi inh 10 and TNAP pNPP inh 6.
Screening O=C1C2C3C=CC(C3)C2C(=O)N1c1cccc(-c2nc3ccccc3o2)c1 (configuration not stated) returned TNAP Pi inh -4 and TNAP pNPP inh 0.
COC(=O)CCC(=O)Nc1cccc2c(NC(=O)CCC(=O)OC)cccc12 was read as TNAP Pi inh 2 and TNAP pNPP inh 0.
For CCOC(=O)C1=C(C)N=C2SC(C)C(=O)N2C1/C=C/c1ccccc1OC (configuration not stated) the results were TNAP Pi inh 10 and TNAP pNPP inh 5.
Cc1ccc(S(=O)(=O)N2CCCC2C(=O)NC2CCCCC2)cc1 (configuration not stated) was read as TNAP Pi inh 10 and TNAP pNPP inh 1.
For Cn1c(=O)c2c3c(sc2n2c(SCC(=O)c4ccccc4)nnc12)COC(C)(C)C3 the results were TNAP Pi inh 0 and TNAP pNPP inh 4.
CCNC(=O)C(C)Sc1ccc(Cl)cc1 (configuration not stated) was read as TNAP Pi inh 0 and TNAP pNPP inh -6.
CCCn1nnc(NC(=O)c2ccccc2Cl)n1 was read as TNAP Pi inh 5 and TNAP pNPP inh 4.
`COc1ccccc1N(CC(=O)Nc1ccccc1C(=O)NCC(C)C)S(C)(=O)=O` gave TNAP Pi inh 5 and TNAP pNPP inh 0.
C=CCSc1n[nH]c(-c2ccc(OCCC)cc2)n1 was read as TNAP Pi inh 3 and TNAP pNPP inh -2.
For O=C(CCCOc1ccccc1)n1nnc2ccccc21 the results were TNAP Pi inh 4 and TNAP pNPP inh 2.
Screening C#CC(CC)(CC)NC(=O)c1c(C)noc1C returned TNAP Pi inh 0 and TNAP pNPP inh 0.
`COc1ccc(C(=O)N2CC3(C)CC2CC(C)(C)C3)cc1` (configuration not stated) gave TNAP Pi inh 8 and TNAP pNPP inh 3.
Screening Cc1nc2cc(NC(=O)NCc3ccco3)ccc2n1C returned TNAP Pi inh 7 and TNAP pNPP inh 4.
Screening c1ccc(CN2CCN(c3ncccn3)CC2)nc1 returned TNAP Pi inh 10 and TNAP pNPP inh 6.
COc1ccc2c(C(=O)CN3CCN(CCO)CC3)c[nH]c2c1 was read as TNAP Pi inh 8 and TNAP pNPP inh 6.
Screening Cc1cc(=O)oc2cc(OC(C)C)ccc12 returned TNAP Pi inh 0 and TNAP pNPP inh 3.
Screening O=C(c1nc2nc(-c3ccc(Cl)cc3)cc(C(F)(F)F)n2n1)N1CCOCC1 returned TNAP Pi inh -9 and TNAP pNPP inh 6.
CCOCN(C(=O)Cn1c(CO)nc2ccccc21)c1c(C)cccc1CC was read as TNAP Pi inh 9 and TNAP pNPP inh -2.
Screening Cc1c(CN2CCN(c3cccc(C(F)(F)F)c3)CC2)c(=O)n(-c2ccccc2)n1C returned TNAP Pi inh -3 and TNAP pNPP inh -7.
`Cc1ccc(C)n1-c1ccc(-c2nnc3n2CCCCC3)s1` gave TNAP Pi inh 10 and TNAP pNPP inh 4.
For Cc1ccc(-n2ncc3c(N4CCC(C(N)=O)CC4)ncnc32)c(C)c1 the results were TNAP Pi inh -20 and TNAP pNPP inh 2.
Screening CN(C)c1nc(OCCOC(=O)Nc2ccc(Cl)cc2Cl)nc(N(C)C)n1 returned TNAP Pi inh 11 and TNAP pNPP inh 6.
Cc1nn(Cc2ccccc2Cl)c(C)c1C(=O)NC1=NCCS1 was read as TNAP Pi inh 6 and TNAP pNPP inh 3.
For CCOC(=O)c1sc2ncnc(OC)c2c1C the results were TNAP Pi inh 8 and TNAP pNPP inh 4.
Cc1ccccc1C(C(=O)NCc1ccco1)N(CC1CCCO1)C(=O)Cn1nnc2ccccc21 (configuration not stated) was read as TNAP Pi inh 9 and TNAP pNPP inh 4.
Screening Cc1cc(NC(=O)COc2nnc(-c3ccccc3)c3ccccc23)no1 returned TNAP Pi inh 6 and TNAP pNPP inh 1.
CC(C)Nc1nc2n(c(=O)n1)CCN2C(C)C was read as TNAP Pi inh 10 and TNAP pNPP inh 3.
C=C(C)CC1N(c2cccc(OC)c2)C(=O)[C@@H]2C(C(=O)O)[C@H]3C=C[C@@]12O3 (some centres not stated) was read as TNAP Pi inh 12 and TNAP pNPP inh 7.
`COC(=O)N1CCN(c2ccc(Cl)c(Cl)c2)CC1` gave TNAP Pi inh 0 and TNAP pNPP inh 0.
`c1ccc2c(c1)nc1n2CN(Cc2ccc3c(c2)OCO3)CN1` gave TNAP Pi inh 13 and TNAP pNPP inh 3.
`CC(C)CCNC(=O)CN(CC1CCCO1)C(=O)CCC(=O)Nc1ccccn1` (configuration not stated) gave TNAP Pi inh 0 and TNAP pNPP inh 0.
Screening CCc1c(C)nc(Nc2nc(C)c3cc(OC)ccc3n2)[nH]c1=O returned TNAP Pi inh 4 and TNAP pNPP inh -3.

A stretch from further up, for reference:
Screening Cc1cc(NC(=O)COc2nnc(-c3ccccc3)c3ccccc23)no1 returned TNAP Pi inh 6 and TNAP pNPP inh 1.
CC(C)Nc1nc2n(c(=O)n1)CCN2C(C)C was read as TNAP Pi inh 10 and TNAP pNPP inh 3.
C=C(C)CC1N(c2cccc(OC)c2)C(=O)[C@@H]2C(C(=O)O)[C@H]3C=C[C@@]12O3 (some centres not stated) was read as TNAP Pi inh 12 and TNAP pNPP inh 7.
`COC(=O)N1CCN(c2ccc(Cl)c(Cl)c2)CC1` gave TNAP Pi inh 0 and TNAP pNPP inh 0.
`c1ccc2c(c1)nc1n2CN(Cc2ccc3c(c2)OCO3)CN1` gave TNAP Pi inh 13 and TNAP pNPP inh 3.
`CC(C)CCNC(=O)CN(CC1CCCO1)C(=O)CCC(=O)Nc1ccccn1` (configuration not stated) gave TNAP Pi inh 0 and TNAP pNPP inh 0.
Screening CCc1c(C)nc(Nc2nc(C)c3cc(OC)ccc3n2)[nH]c1=O returned TNAP Pi inh 4 and TNAP pNPP inh -3.

Continuation.
Screening CCCCCCOc1ccc(C(=O)n2cnc(N)n2)cc1 returned TNAP Pi inh 10 and TNAP pNPP inh 4.
`Cc1cc(=O)[nH]c(/N=C(/NC(=O)c2ccccc2)Nc2ccc3c(c2)OCCO3)n1` gave TNAP Pi inh 0 and TNAP pNPP inh 0.
`Cc1ccc(N2CCN(CC(O)COC3CCCCC3)CC2)cc1` (configuration not stated) gave TNAP Pi inh 12 and TNAP pNPP inh 9.
Cc1ccc(C(=O)/C=C/Nc2cccc(O)c2)cc1 was read as TNAP Pi inh 8 and TNAP pNPP inh 2.
`CCn1c(SCC(=O)c2ccc(Cl)s2)nnc1-c1cccs1` gave TNAP Pi inh -12 and TNAP pNPP inh 4.
Screening O=C1NC(=O)C2(COC3(CCCC3)OC2)S1 returned TNAP Pi inh 8 and TNAP pNPP inh 4.
`CCCC(=O)Nc1ccc(N2CCCCC2)cc1` gave TNAP Pi inh 16 and TNAP pNPP inh 6.
For N#Cc1c2c(c(-c3ccccc3)[nH]c1=O)CCCC2 the results were TNAP Pi inh 10 and TNAP pNPP inh 4.
`O=C(NC1CC2CCCC(C1)N2S(=O)(=O)c1ccccc1)c1ccccc1` (configuration not stated) gave TNAP Pi inh 14 and TNAP pNPP inh 4.
For COc1cccc2c1C(=O)c1c(O)c3c(c(O)c1C2=O)C[C@@](O)(C(=O)CO)C[C@@H]3O[C@H]1C[C@H](N)[C@H](O)[C@H](C)O1 the results were TNAP Pi inh -23 and TNAP pNPP inh 4.
`CCCC(C)n1[nH]c(=O)cc1N` (configuration not stated) gave TNAP Pi inh 13 and TNAP pNPP inh 6.
O=C(Nc1ccc(Cl)cc1)c1ccc2c(c1)OCO2 was read as TNAP Pi inh 6 and TNAP pNPP inh 3.
CCn1c(SCc2nc3ccccc3nc2C)nnc1-c1cccs1 was read as TNAP Pi inh 0 and TNAP pNPP inh 0.
For CCOC(=O)c1c(C)n(C)c2ccc(OCC(O)Cn3nc(C)cc3C)cc12 (configuration not stated) the results were TNAP Pi inh 20 and TNAP pNPP inh 6.
Screening N#Cc1cc2c(=O)n3ccccc3nc2n(CCCN2CCOCC2)c1=O returned TNAP Pi inh 6 and TNAP pNPP inh -9.
Screening CSc1ccc(-c2c(C#N)c(N)nc3c2c(C)nn3-c2ccccc2)cc1 returned TNAP Pi inh 7 and TNAP pNPP inh 0.
For CC(=O)Oc1ccccc1C1OCCN1C(C)=O (configuration not stated) the results were TNAP Pi inh 11 and TNAP pNPP inh 6.
For CC(=O)c1cccc(-n2c(CCC(=O)O)ccc2-c2cccs2)c1 the results were TNAP Pi inh 7 and TNAP pNPP inh 2.
For O=C1C2C3C=CC(C3)C2C(=O)N1Cc1cccnc1 (configuration not stated) the results were TNAP Pi inh 18 and TNAP pNPP inh 0.
Screening OCCOCCNc1ncnc2c1cnn2-c1ccccc1 returned TNAP Pi inh 7 and TNAP pNPP inh 3.

Looked up one by one from the entries so far (3):
For CC(=O)Oc1ccccc1C1OCCN1C(C)=O (configuration not stated) the results were TNAP Pi inh 11 and TNAP pNPP inh 6.
`O=C(NC1CC2CCCC(C1)N2S(=O)(=O)c1ccccc1)c1ccccc1` (configuration not stated) gave TNAP Pi inh 14 and TNAP pNPP inh 4.
Screening CCCCCCOc1ccc(C(=O)n2cnc(N)n2)cc1 returned TNAP Pi inh 10 and TNAP pNPP inh 4.

Part of the list above in order of count of non-hydrogen atoms, high to low.
`Cc1ccc(N2CCN(CC(O)COC3CCCCC3)CC2)cc1` (configuration not stated) gave TNAP Pi inh 12 and TNAP pNPP inh 9.
O=C(Nc1ccc(Cl)cc1)c1ccc2c(c1)OCO2 was read as TNAP Pi inh 6 and TNAP pNPP inh 3.
Screening O=C1NC(=O)C2(COC3(CCCC3)OC2)S1 returned TNAP Pi inh 8 and TNAP pNPP inh 4.

(more compounds)
Screening COc1cccc(OC)c1C(=O)Nc1nnc(C(C)C)s1 returned TNAP Pi inh 4 and TNAP pNPP inh -2.
For COC(=O)c1cccc(S(=O)(=O)N2CCCCC2)c1 the results were TNAP Pi inh 7 and TNAP pNPP inh 4.
For Cc1ccc(-c2cc(-c3ccc(F)cc3)nc(N)c2C#N)o1 the results were TNAP Pi inh 10 and TNAP pNPP inh 8.
For O=C(CSc1ncnc2nc[nH]c12)N1CCN(c2ccc(Cl)cc2)CC1 the results were TNAP Pi inh 0 and TNAP pNPP inh 0.
COc1ccc(CN=CC2=C(O)CNC2=O)cc1OC was read as TNAP Pi inh 1 and TNAP pNPP inh -3.
Screening CC1=C(C(=O)OC(C)C)C(c2ccc(F)cc2)NC(=O)N1 (configuration not stated) returned TNAP Pi inh 11 and TNAP pNPP inh 7.
For C=CCOC(=O)C1=C(C)OC(N)=C(C#N)C1c1ccoc1 (configuration not stated) the results were TNAP Pi inh -4 and TNAP pNPP inh -4.
Screening CCOC(=O)C1C(c2ccccc2Cl)NC(=O)N(C)C1(O)C(F)(F)F (configuration not stated) returned TNAP Pi inh -2 and TNAP pNPP inh 3.
For Cc1ccc(CNC(=O)C2C3C=CC(C3)C2C(=O)O)cc1 (configuration not stated) the results were TNAP Pi inh 8 and TNAP pNPP inh 3.
Screening CC(C)Oc1ccc2c(=O)c(-c3ccccc3)coc2c1 returned TNAP Pi inh 7 and TNAP pNPP inh 2.
For COCCN1C(=O)C(=O)/C(=C(/O)c2ccc3c(c2)OCCO3)C1c1ccc(C(=O)OC)cc1 (configuration not stated) the results were TNAP Pi inh 2 and TNAP pNPP inh 0.
COC(=O)c1cccc(Nc2cc(C)nc(-c3ccccc3O)n2)c1 was read as TNAP Pi inh 11 and TNAP pNPP inh 5.
For N#CCSc1nc2ccccc2c(=O)n1-c1ccccc1 the results were TNAP Pi inh 3 and TNAP pNPP inh -4.
`COc1c(F)c(F)c(C(=O)Nc2cccc(Cl)c2N2CCOCC2)c(F)c1F` gave TNAP Pi inh 10 and TNAP pNPP inh 4.
Screening O=C1c2cccc3cccc(c23)C(=O)N1c1nccs1 returned TNAP Pi inh -7 and TNAP pNPP inh -8.
COc1ccc(CCNc2oc(Cc3ccccc3)nc2C#N)cc1OC was read as TNAP Pi inh 1 and TNAP pNPP inh -5.
Screening O=C(CSc1nnc(-c2ccccn2)n1Cc1ccco1)c1ccc(-c2ccccc2)cc1 returned TNAP Pi inh 4 and TNAP pNPP inh 1.
O=C(CSc1nnc(NC2CCCCC2)s1)NC1CCS(=O)(=O)C1 (configuration not stated) was read as TNAP Pi inh -130 and TNAP pNPP inh -41.
Screening Cc1cc(C2C(=O)CC(=O)CC2c2ccccc2)on1 (configuration not stated) returned TNAP Pi inh 6 and TNAP pNPP inh -4.
COc1cccc(-n2c(SCC(=O)NCCc3ccccc3)nnc2-c2ccoc2C)c1 was read as TNAP Pi inh 3 and TNAP pNPP inh 3.
Cc1cc(N2CCN(C3CCCC3)CC2)n2c(nc3ccccc32)c1C#N was read as TNAP Pi inh 10 and TNAP pNPP inh 1.
Screening CC(=O)Nc1cccc(-c2csc(NCc3ccco3)n2)c1 returned TNAP Pi inh 8 and TNAP pNPP inh 3.
Screening CC(C)CCn1cnc2c([nH]c3cccc(Cl)c32)c1=O returned TNAP Pi inh 3 and TNAP pNPP inh -4.
Screening CCCN1C2CCCC1CC(NC(=O)c1ccccc1)C2 (configuration not stated) returned TNAP Pi inh 0 and TNAP pNPP inh 0.
For Cc1ccccc1NC(=O)CNc1ccccc1N1CCCCC1 the results were TNAP Pi inh 11 and TNAP pNPP inh 8.

Screening results: PubChem BioAssay, Sanford-Burnham Center for Chemical Genomics

An excerpt. The share of hits here may be higher or lower than overall.
